Screens: PubChem, National Center for Advancing Translational Sciences (NCATS)
Glioma ERSR ind = inducers of ER stress response in human glioma cells; Potency, µM, inactives show at the highest dose activation, usual class: activators; 0.02% of 420,000 active; U87-MG GRP78 promoter luciferase reporter, 16 h; also: potency is read from the fitted curve at half-maximal effect; series mostly up to about 76 µM; % of control where 0% means no effect; nearly all actives have a fitted effect of over 35% in size
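Stably transfected U87-MG glioma cells carrying a GRP78-based luciferase sensor; 16 h compound incubation. Luminescence end-point read 10 min after Bright-Glo addition at room temperature.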
RGS4 inh = human RGS4 inhibition. P49798. Potency, µM (titrated, usually from 114 µM), for inactives: at the highest dose activity change, negative = inhibition, actives largely listed as inhibitors. Transcreener GDP fluorescence polarization, RGS4-accelerated GTP hydrolysis. 0.039% of 390,000 active; also: potency is read from the fitted curve at half-maximal effect; % is scaled to controls: 0 for no effect and ±100 for the full control effect; nearly all actives have a fitted effect of over 75% in size; some results filed as inactive show a strong effect at the top dose
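MLSMR compounds (23 nl, pin-transferred) preincubated 10 min at room temperature with a 500nM (2x) first reagent, then RGS4 at 900nM (2x) plus Transcreener GDP mix added; fluorescence polarization (620/688 nm) read before and after 90 min at 30 °C.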
Vif-A3G inh = inhibitors of Vif-APOBEC3G interaction; HeLa A3G-eYFP + Vif (tagged APOBEC3G with the HIV-1 protein that degrades it), YFP fluorescence, overnight; Potency, µM (doses to about 46.1 µM), without a hit: top-dose activity, negative = active, most hits filed as inhibitors; 0.076% of 410,000 active; AID 602310;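 also: potency is read from the fitted curve at half-maximal effect; % is scaled to controls: 0 for no effect and ±100 for the full control effect; nearly all actives have a fitted effect of over 60% in size; hits raise eYFP signal because A3G escapes Vif-driven loss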
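HeLa cells stably expressing Vif and C-terminally eYFP-tagged A3G, seeded overnight at 37 deg C, then exposed to compound by pintool overnight at 37 deg C. Rise in yellow fluorescence (Ex 488/Em 500-530, Acumen) marks blocked Vif-driven A3G degradation.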
ERG Ets-DNA blk = ERG Ets/DNA interaction inhibition; P11308; fluorescence polarization, His-ERG Ets domain / labelled DNA; Potency, µM (highest dose often 76.9 µM), without a hit: at the highest dose FP activity, negative = inhibition, most hits filed as inhibitors; 0.028% of 370,000 active; active = well fitted inhibition curve with a large enough effect in the polarisation, with a control signal flat; inconclusive = small, poorly fitted or top-dose-only effect, or effect the other way, or a change in a side signal; inactive = no such curve, though single readings can be large or run the other way; the % refers to the polarisation;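 also: polarization taken with two DNA probes labelled with fluorescein and Texas red; potency is read from the fitted curve at half-maximal effect; % of control where 0% means no effect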
Target sequence (P11308 whole entry, looked up, the tested form may be a part): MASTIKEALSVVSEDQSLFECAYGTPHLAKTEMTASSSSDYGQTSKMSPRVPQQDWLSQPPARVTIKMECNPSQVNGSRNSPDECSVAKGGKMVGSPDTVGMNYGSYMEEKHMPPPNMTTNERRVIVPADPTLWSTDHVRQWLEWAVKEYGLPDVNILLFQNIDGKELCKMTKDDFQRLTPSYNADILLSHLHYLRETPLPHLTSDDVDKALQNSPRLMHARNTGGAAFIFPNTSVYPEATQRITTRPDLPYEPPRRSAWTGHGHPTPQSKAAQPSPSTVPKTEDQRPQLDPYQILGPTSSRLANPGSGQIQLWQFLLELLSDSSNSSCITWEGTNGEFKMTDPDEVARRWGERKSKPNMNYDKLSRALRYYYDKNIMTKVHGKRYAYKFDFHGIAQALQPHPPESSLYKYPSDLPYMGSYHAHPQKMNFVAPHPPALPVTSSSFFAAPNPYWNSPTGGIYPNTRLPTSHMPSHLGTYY
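His-tagged ERG Ets domain (1 uM in the protein solution; 300mM KCl, 50mM Tris-HCl, 1mM EDTA, 1mM DTT, pH 7.5) received compound, then a probe mix of 5 nM fluorescein-DNA and 100nM Texas-615-DNA. Fluorescence polarization was read for both dyes.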
Vif-APOBEC3F blk = inhibitors of Vif-A3F interaction; HeLa A3F-eYFP + Vif (tagged APOBEC3F with the HIV-1 protein that degrades it), YFP fluorescence increase; Potency, µM (series often up to 46.1 µM), without a hit: at the top dose activity, negative = active; 0.2% of 390,000 active; also: potency is read from the fitted curve at half-maximal effect; % of control where 0% means no effect; nearly all actives have a fitted effect of over 65% in size
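HeLa cells stably expressing A3F-eYFP plus Vif, plated and incubated overnight at 37 deg C, then exposed to compounds overnight at 37 deg C. Blocked degradation read as raised yellow fluorescence (Ex 488/Em 500-530).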
ALOX12 inh = inhibitors of human 12S-lipoxygenase ALOX12; P18054; purified 12hLO, xylenol orange hydroperoxide absorbance; Potency, µM (doses to about 108 µM), without a hit: top-dose activity change, negative = inhibition, usual class: inhibitors; 1.1% of 580,000 active; also: potency is read from the fitted curve at half-maximal effect; % is scaled to controls: 0 for no effect and ±100 for the full control effect
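Purified human 12hLO at 150 nM in 25 mM Hepes, 0.01% Triton X-100, pH 7.0, preincubated 15 min at room temperature with compound. Reaction started with 40 uM arachidonic acid, 30 min at room temperature. Hydroperoxide measured by Fe-xylenol orange, 573/405 nm absorbance ratio.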
LDHA inh = inhibitors of human lactate dehydrogenase A. purified LDHA, NADH/diaphorase-resazurin fluorescence; active compounds read low. P00338. activity change, % (values are at about 110 or 230 µM). 0.15% of 480,000 active; in the data active = activity change below about -30%; inconclusive = mostly about -25% to -30%;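 also: plate controls were DMSO wells for no effect and wells without enzyme for full effect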
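LDH5 2 nM; NADH 0.06 mM, pyruvate 0.2 mM; 200 mM Tris pH 7.4, EDTA, Tween-20; 5 min RT. Detection: diaphorase 0.133 mg/mL + resazurin 37 µM, fluorescence ex540/em590 at 0 and 20 min; normalized to enzyme-free and DMSO wells.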
D2 antag = D2 dopamine receptor (human) antagonism; HEK293 TREx D2 cells, calcium flux, dopamine EC80; 2% of 340,000 active; P14416; inhibition, % at 10 µM; AID 485344; in the data active = inhibition above about 30%; also: 0% is about no effect
Target sequence (P14416 whole entry, looked up): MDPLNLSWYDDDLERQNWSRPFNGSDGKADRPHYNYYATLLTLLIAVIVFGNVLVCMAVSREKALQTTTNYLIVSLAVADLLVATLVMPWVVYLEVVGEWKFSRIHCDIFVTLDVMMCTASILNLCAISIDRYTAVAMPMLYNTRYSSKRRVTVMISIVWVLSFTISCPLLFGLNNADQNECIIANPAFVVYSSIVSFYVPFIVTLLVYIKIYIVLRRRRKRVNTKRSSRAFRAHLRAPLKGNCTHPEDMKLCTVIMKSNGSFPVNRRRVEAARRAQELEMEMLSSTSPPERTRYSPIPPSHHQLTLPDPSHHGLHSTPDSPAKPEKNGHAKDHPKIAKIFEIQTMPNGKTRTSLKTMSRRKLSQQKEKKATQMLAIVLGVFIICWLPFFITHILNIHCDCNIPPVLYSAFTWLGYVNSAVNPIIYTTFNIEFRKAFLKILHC
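Inhibition of EC80 dopamine-driven calcium flux, recorded kinetically, defines activity here; cells are a tetracycline-induced HEK293 T-REx line expressing force-coupled D2.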
D2 agonist = D2 dopamine receptor (human) agonism; HEK293 T-REx D2 cells, calcium flux agonist mode; activation, % at 2 µM; 0.53% of 340,000 active;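 active = activation over 3 SD above normal in the single-dose calcium agonist read, cut at about 30% in these data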; also: 0% is about no effect
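Agonism scored from kinetic calcium signal (1 read/sec, 180 s) following compound pin transfer, after a 10 s baseline. Cells: HEK293 Trex line expressing inducible D2 receptor coupled to calcium, dye-loaded after overnight culture at 30 C.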
* marks the source's active call; other numbers are inactive results; ? = inconclusive; · = no result given; [ ] = remark or other dose. Unless noted, calls follow the shape of the dose curve; as a rule, active = well fitted curve in the direction sought with a large enough effect; inconclusive = small, poorly fitted or top-dose-only effect, or another doubt; inactive = no such curve, though single readings can be large; an effect the other way counts as inactive or inconclusive. This is a subset (hit frequency here may not be typical).

SMILES	Glioma ERSR ind	RGS4 inh	Vif-A3G inh	ERG Ets-DNA blk	Vif-APOBEC3F blk	ALOX12 inh	LDHA inh	D2 antag	D2 agonist
Cc1ccc(Cn2c(O)c(N=NC(=S)Nc3ccccc3F)c3cc(S(=O)(=O)N4CCOCC4)ccc32)cc1	-1.3%	-19.3%	0.7%	11.4%	-1.6%	-5.8%	2.7	-7.7	0.6
CCCCCCn1c(=O)n2n(c1=O)[C@@H]1CN(S(=O)(=O)c3ccc(C)cc3)C[C@]1(O)[C@@H](OC(=O)NCc1ccc(OC)c(OC)c1)C2	0.6%	·	0.2%	·	-6.2%	-5.6%	-4.2	·	·
COCC(=O)N1CCC(Oc2ccc(C(=O)N[C@H](C(=O)OC)C(C)C)cc2)CC1	-1.8%	-0.4%	6.0%	10.1%	-9.5%	-5.6%	-1.2	11.7	0.6
Cc1cccc(OCC(=O)N(Cc2cccs2)C2CCS(=O)(=O)C2)c1C (stereo not given)	-2.3%	4.2%	-1.0%	0.2%	-4.5%	1.3%	5.4	-4.3	1.2
CC(=O)c1ccc(Nc2nc(C(N)C3CCCCC3)cs2)cc1 (stereo not given)	-6.4%	·	-1.1%	·	·	8.0%	-5.7	·	·
Cc1ccc(C(=O)Nc2cccc(S(=O)(=O)N3CCCCC3)c2)cc1[N+](=O)[O-]	-3.5%	20.3%	6.1%	-22.6%	-0.3%	137.2%[activator]	-5.7	-9.3	-0.1
O=C(CSc1nnc(-c2ccc(F)cc2)o1)N1CCN(C(=O)c2ccco2)CC1	-4.1%	29.3%	0.4%	·	-0.1%	-0.7%	-4.5	·	·
COC(=O)c1ccc(CN(Cc2ccc(OC)c(OC)c2)S(=O)(=O)c2ccc(F)c(C(=O)Nc3cc(C)ccc3C)c2)cc1	-2.6%	-13.8%	-0.6%	8.6%	-22.5%	-12.4%	1.8	·	-0.9
Cc1c(NC(=O)C(C)Sc2nnc(-c3ccccc3)o2)c(=O)n(-c2ccccc2)n1C (stereo not given)	-5.1%	-5.5%	1.6%	-0.4%	·	0.0%	-1.9	-6.8	0.5
Cc1cc(=O)n2nc(N3CCC(C(=O)Nc4c(F)c(F)c(F)c(F)c4F)CC3)sc2n1	-3.4%	-0.8%	-0.4%	-10.4%	-2.1%	0.9%	-6.4	-22.1	-0.2
CCN(CC)S(=O)(=O)c1cc(C(=O)Nc2ccncc2)ccc1Cl	2.4%	-28.3%	-1.2%	·	3.1%	2.0%	-2.0	3.2	-0.1
Cc1cccc(OCC(=O)N2CCC3(CC2)CC(=O)c2ccccc2O3)c1	-0.7%	-0.2%	0.0%	-4.3%	0.2%	-17.8%	0.1	0.2	0.6
Cc1nc(N/N=C/c2ccc(O)cc2)c2cnn(-c3ccccc3)c2n1	-3.1%	-0.9%	-1.8%	-4.3%	-13.1%	0.1%	1.9	·	·
CCOc1ccc(NC(=S)N2CCCN(Cc3cc(C)ccc3C)C2)cc1	0.1%	-8.2%	0.6%	-13.6%	15.6%	?	-15.0	·	·
COc1ccc(Nc2c3c(nc4ccc(NC(=O)/C=C/c5cccc(OC)c5OC)cc24)CCCC3)cc1OC	-10.1%	?	1.6%	?	5.2%	?	-6.5	·	-0.9
CC(=O)Nc1ccc(S(=O)(=O)NN=Cc2ccc(Cl)c(Cl)c2)cc1	-2.7%	-17.4%	1.5%	-13.1%	-0.1%	?	-6.2	·	·
Cc1cccc(C)c1NC(=O)COC(=O)c1ccc([N+](=O)[O-])o1	-3.1%	?	-0.6%	-3.0%	-11.0%	-5.4%	8.0	10.1	0.5
COc1cccc(-c2cc3nc(NCc4ccc5occc5c4)n(C)c(=O)c3s2)c1	-1.6%	·	-1.5%	·	·	?	-3.6	·	·
COc1cc2c(cc1OC)C(C(=O)NCC1COc3ccccc3O1)C(c1cccnc1)N(C)C2=O (stereo not given)	-7.9%	1.7%[56.9 µM]	-4.5%	2.2%	4.3%	54.6%[activator]	2.5	0.5	2.5
CC(C)NC(=S)N/N=C/c1sc(N2CCCCC2)nc1-c1cccs1	4.6%	-29.4%	?	-2.0%	11.2µM*	35.5µM*	0.5	-3.8	2.6
S=c1[nH]nc(COc2ccc(Cl)cc2)n1-c1ccc(Cl)cc1	0.6%	-42.7%	1.3%	-7.5%	9.4%	?	-10.4	-5.7	-0.8
Cc1cc(-c2ccc(S(=O)(=O)NCc3ccc(F)cc3)cc2)on1	-2.2%	-4.0%	0.3%	-3.9%	-0.6%	-1.5%	-3.9	-4.3	0.4
CCN(CC)S(=O)(=O)c1ccc(NC(=O)CN(c2ccccc2)S(=O)(=O)N(C)C)cc1	-1.3%	-2.1%	-0.1%	-0.3%	4.3%	-11.3%	-1.7	·	-0.2
O=C(Nc1nc2c(s1)CCCC2)c1cccc(S(=O)(=O)N2CCCc3ccccc32)c1	-3.1%	8.5%	-0.1%	6.5%	-24.6%	-8.0%	4.4	·	·
O=C1NC(=O)/C(=C\c2ccccc2OCc2ccccc2)S1	0.5%	-7.3%	1.5%	8.3%	-10.8%	?	-7.7	-12.1	-0.2
Further entries
SMILES	Glioma ERSR ind	RGS4 inh	Vif-A3G inh	ERG Ets-DNA blk	Vif-APOBEC3F blk	ALOX12 inh	LDHA inh	D2 antag	D2 agonist
O=[N+]([O-])c1ccc(Sc2cccc3cccnc23)c([N+](=O)[O-])c1	-2.9%	-45.2%	?	11.5%	2.3%	?	-0.7	-3.5	0.3
CCCc1cc(=O)[nH]c(SCC(=O)N2CCN(c3ccc(F)cc3)CC2)n1	-1.9%	0.6%	-2.0%	-2.4%	-14.2%	0.0%	-8.8	-3.8	0.0
CCOC(=O)c1ccc(N=Cc2nc3ccccc3n2C)cc1	4.3%	-21.9%	0.1%	·	-2.3%	9.5%[57.4 µM]	1.5	-15.8	0.0
CC(C)(C)OC(=O)N1CCCC(C(=O)Nc2cccc(C(=O)N3CCOCC3)c2)C1 (stereo not given)	-3.6%	13.7%	2.7%	-3.0%	7.2%	-25.4%	-12.4	·	·
COc1ccc(-n2cc(-c3ccccc3)c3c(NCCc4ccc(OC)c(OC)c4)ncnc32)cc1	-3.1%	1.5%	3.1%	18.3%	0.6%	-20.8%	2.1	·	0.4
O=C(CSCc1ccccc1F)NCc1ccccc1	?	10.1%	-1.5%	-17.2%	4.7%	0.0%	-2.4	-25.4	1.0
COC(=O)c1ccc(OC(=O)CCN2C(=O)C3C4c5ccccc5C(c5ccccc54)C3C2=O)cc1 (stereo not given)	-3.5%	-3.6%	0.0%	1.2%	2.0%	2.0%	-4.7	14.7	1.9
Cc1ccc(N2CC(NC(=O)N3CCN(C(=O)c4ccco4)CC3)CC2=O)cc1 (stereo not given)	-4.5%	15.9%	0.2%	-3.4%	-19.1%	-31.0%	-11.8	-3.7	0.7
CCOc1ccccc1NC(=O)C1=C(C)NC(=O)NC1c1cccs1 (stereo not given)	-2.2%	4.2%	-9.0%	7.6%	-12.8%	-5.7%	-2.7	-8.0	0.3
CSc1cccc(NC(=O)CN(C)S(=O)(=O)c2ccccc2)c1	3.0%	-29.1%	-0.8%	·	-1.6%	2.9%[57.4 µM]	-1.1	9.7	0.3
O=C(COC(=O)c1cc(Cl)ccc1O)NCCNC(=O)COC(=O)c1cc(Cl)ccc1O	-2.7%	24.7%	-0.5%	5.2%	-1.2%	-29.5%	-2.9	-6.6	0.5
Cc1ccccc1OCCC(=O)N1CCN(S(=O)(=O)c2ccc(F)cc2)CC1	-7.0%	-13.7%	0.1%	-20.4%	-4.9%	283.2%[activator]	2.1	4.8	-0.3
CCOc1cc(C2C3=C(CC(C)(C)CC3=O)N(CCCOC)C3=C2C(=O)CC(C)(C)C3)ccc1O	-2.7%	12.1%	-3.6%	3.3%	5.1%	-9.2%	4.6	·	·
CCN1C(=O)C(CC(=O)Nc2c(C)cccc2C)Nc2cc(S(=O)(=O)N(C)C)ccc21 (stereo not given)	4.8%	-6.7%	0.0%	-8.5%	5.5%	14.9%	0.1	4.9	1.0
Cc1csc(SCCn2c(N3CCOCC3)nc3c2c(=O)[nH]c(=O)n3C)n1	-5.0%	6.8%	2.0%	-4.1%	2.4%	7.4%	-4.9	-16.0	0.1
CC1CCC(NC(=O)CCN2C(=O)C3C4C=CC(C4)C3C2=O)CC1 (stereo not given)	5.1%	5.4%	-0.4%	4.8%	0.2%	-11.5%	1.2	-4.8	0.9
O=C(Nc1ccccc1)c1nnsc1S(=O)(=O)c1ccc(Cl)cc1	-12.9%	?	-26.6%	-1.0%	-7.2%	?	-1.7	35.7*	3.6
CCN(C(=O)CCN1C(=O)c2ccccc2C1=O)C1CCCCC1	-3.6%	-13.6%	1.3%	·	-7.6%	8.9%	-8.7	1.4	-1.2
COC(=O)C1=C(CCc2ccccc2)NC(=O)NC1c1ccc(Br)cc1 (stereo not given)	-5.7%	-7.9%	-0.8%	16.4%	6.1%	?	1.1	-2.8	-0.7
O=c1cc(-c2ccccc2)ss1	-1.6%	-39.1%	-1.1%	-0.4%	-36.4%	?	-4.6	·	·
CO/N=C/C1C(=O)NN=C1c1ccccc1 (stereo not given)	-1.1%	-7.8%	-10.2%	-10.1%	1.2%	-26.9%	-6.4	·	·

An excerpt from above in order of their number in ALOX12 inh, rising:
Compound | ALOX12 inh
Cc1ccc(N2CC(NC(=O)N3CCN(C(=O)c4ccco4)CC3)CC2=O)cc1 (stereo not given) | -31.0%
CO/N=C/C1C(=O)NN=C1c1ccccc1 (stereo not given) | -26.9%
Cc1csc(SCCn2c(N3CCOCC3)nc3c2c(=O)[nH]c(=O)n3C)n1 | 7.4%
